# Source: PubChem (several laboratories)
# MrgX1 antagonist: blocks BAM8-22 activation of human MrgX1 receptor; B-score at 10 µM; 1.3% of 310,000 active; Q96LB2; MRGX1-HEK293 calcium flux, Fluo-4, BAM8-22 antagonism; active compounds read low;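 active means calcium-response B-score plate-corrected more than 3 library SD below zero, starting fluorescence within 5 deviations, no agonist response on first addition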;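 further: peak minus trough fluorescence over baseline after final BAM8-22 challenge near maximal dose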
# TRPC4 block: TRPC4 (mouse) channel inhibition | B-score at 10 µM | Q9QUQ5 | 0.39% of 300,000 active | HEK293 TRPC4beta/mu-opioid, DAMGO-evoked Fluo4 calcium flux; active compounds read low;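 active means B-score over 3 SD under the library average, no early fluorescence shift, positive overall ratio signal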
#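 Test system – stable TRPC4beta/mu-opioid receptor HEK293 cells · Probe or stimulus – DAMGO, a submaximal dose followed by a maximal one · Dosing – one concentration per compound · Signal – Fluo4 calcium fluorescence by kinetic imaging, 5 s 1 Hz baseline · Evaluation – per-well B score of integrated baseline-normalized Fluo4 ratio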
# HIF activator: HIF pathway transcriptional activation | U2OS HRE-luciferase reporter, luminescence; normalized: DMSO 0%, desferrioxamine 100% | AID 1910 | 0.32% of 300,000 active | activation, % at 7.5 µM (by protocol);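 active means mean activation of at least 10% of the iron chelator positive control signal, with at least half of replicates also reaching 10%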
# TRPC6 inh: blocks the mouse TRPC6 cation channel; HEK293-TRPC6, membrane potential dye, ACh-evoked depolarization; active compounds read low; 1.1% of 310,000 active; AID 2553; B-score at 10 µM;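 active means B-score under library mean minus 3 SD, initial fluorescence not abnormally high, positive integrated signal ratio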;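 further: B-score derived from integrated fluorescence ratio over the kinetic read; more negative B-score means stronger inhibition of depolarization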
# Target sequence (Q61143 whole entry, looked up): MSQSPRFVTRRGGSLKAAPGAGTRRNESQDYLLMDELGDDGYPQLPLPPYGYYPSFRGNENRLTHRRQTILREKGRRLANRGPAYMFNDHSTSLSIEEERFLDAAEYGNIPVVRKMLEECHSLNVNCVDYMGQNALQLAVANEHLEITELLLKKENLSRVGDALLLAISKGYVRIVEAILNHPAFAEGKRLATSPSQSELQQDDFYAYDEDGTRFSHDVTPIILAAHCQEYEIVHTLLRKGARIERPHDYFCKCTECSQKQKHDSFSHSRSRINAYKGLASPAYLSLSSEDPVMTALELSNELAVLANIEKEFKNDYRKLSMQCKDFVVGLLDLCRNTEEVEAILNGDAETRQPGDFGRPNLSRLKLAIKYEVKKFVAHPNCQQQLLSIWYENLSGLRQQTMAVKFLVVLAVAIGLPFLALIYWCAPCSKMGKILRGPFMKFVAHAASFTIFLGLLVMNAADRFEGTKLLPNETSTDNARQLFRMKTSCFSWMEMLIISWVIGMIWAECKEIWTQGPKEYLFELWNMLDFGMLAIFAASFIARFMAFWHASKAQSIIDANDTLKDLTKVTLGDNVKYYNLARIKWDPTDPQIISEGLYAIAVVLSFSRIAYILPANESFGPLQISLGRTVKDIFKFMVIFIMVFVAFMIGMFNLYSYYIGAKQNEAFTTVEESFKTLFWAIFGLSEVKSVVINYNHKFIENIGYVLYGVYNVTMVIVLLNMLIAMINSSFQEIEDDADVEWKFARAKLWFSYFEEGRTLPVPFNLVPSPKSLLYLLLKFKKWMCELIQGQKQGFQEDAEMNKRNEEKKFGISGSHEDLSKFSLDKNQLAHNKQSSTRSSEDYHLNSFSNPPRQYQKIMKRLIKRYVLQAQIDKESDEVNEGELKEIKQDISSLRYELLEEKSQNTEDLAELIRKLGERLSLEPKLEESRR
# aSyn UTR inh: MLPCN primary screen, SNCA 5' untranslated region; alpha-synuclein 5'UTR reporter, inhibitor activity; inhibition, % (tested at 7.5 µM); 0.82% of 300,000 active; in the data active means inhibition above about 60%;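 further: H4 neuroglioblastoma cells stably carrying SNCA 5'UTR luciferase fusion; 0% = DMSO wells and 100% = positive control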
# SKKanGAS inh: SKKanGAS growth inhibition | S. pyogenes SKKanGAS, kanamycin growth, BacTiter-Glo, 6 h | inhibition, % at 7.5 µM | 1.3% of 300,000 active;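 active means mean replicate score, as percent of positive control median, at least 50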;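 further: strain carries kanamycin resistance gene driven by streptokinase promoter and grows in 40 µg/ml kanamycin; loss of luminescence reflects streptokinase promoter inhibition or plain growth inhibition; 0% = median of DMSO wells and 100% = positive control at its reference dose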
# IEC-6 cytotox: counter-screen for KLF5 inhibitors: cytotoxicity in IEC-6 cells; IEC-6 cytotoxicity, luminescence viability; inhibition, % at 5 µM; 0.78% of 290,000 active; in the data active means inhibition above about 22%;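 further: 0% = plate median of test compound wells and 100% = cytotoxic reference compound wells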
# TRPC4 potent: allosteric potentiators of mouse TRPC4 channel; Q9QUQ5; HEK293 TRPC4beta/mu-opioid, DAMGO EC20, Fluo-4 Ca2+ flux; active compounds read high; B-score at 10 µM; 0.42% of 310,000 active;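 active means B-score of calcium response area above 5 SD of library B-scores, with initial fluorescence ratio within 5 SD of library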;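 further: B-score of integrated fluorescence ratio over time as area under calcium response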
# TRPC4 agonist: TRPC4 (mouse) channel activation | Q9QUQ5 | HEK293 TRPC4beta/mu-opioid, Fluo4 calcium fluorescence; active compounds read high | B-score at 10 µM | 0.49% of 310,000 active | AID 2237;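 active means B-score above 5 SD of library B-scores, and initial fluorescence ratio not above library mean plus 5 SD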;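 further: positive B-score marks a calcium rise read as TRPC4 activation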
#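 Test system: HEK293 cells stably co-expressing mouse TRPC4beta and mu-opioid receptor | Schedule: Fluo4 dye loading 45 min at room temperature, 110 s recording | Measured by: Kinetic Fluo4 calcium fluorescence, 5 s baseline at 1 Hz | Evaluation: B score of integrated ratio | Controls: Buffer (low) and maximal DAMGO (high)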
# KLF5 inhibitor: suppresses KLF5 promoter-driven expression; DLD-1 KLF5 promoter-luciferase reporter, luminescence; inhibition, % at 5 µM; 0.23% of 290,000 active; AID 1700;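 active means inhibition above a per-plate limit of that plate's mean compound inhibition plus 3 SD, cut at about 60% in these data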;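 further: 0% = DMSO wells and 100% = LY294002 at 200 µM; higher means less KLF5 promoter-driven luciferase light; inactives centre near -14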
# TRPC6 act: activators of mouse TRPC6 channel | Q61143 | HEK293-TRPC6 membrane potential dye fluorescence; active compounds read high | B-score at 10 µM | 0.13% of 310,000 active;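 active means B-score of the integrated fluorescence ratio above library mean plus 3 SD, and starting fluorescence ratio within library mean plus 5 SD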;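 further: higher score means more depolarization so channel activation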
# Starred values were filed as active, the others as inactive; i = inactive; . = not tested or not shown.
[1] Cc1cc(C)n(C(=O)c2cccc(S(=O)(=O)N3CCCC3)c2)n1
[2] O=C(CCN1CCCC1=O)NC1CCCc2c1cnn2-c1ccc(F)cc1F (stereo not drawn)
[3] OCC(CO)(CO)N=Cc1c(O)ccc2ccccc12
[4] CC1CCN(c2cc(N3CCOCC3)c(F)cc2[N+](=O)[O-])CC1
[5] CCOc1ccc(NC(=O)COC(=O)C23CC4CC(CC(C4)C2)C3)c([N+](=O)[O-])c1
[6] Cc1ccc(C)c(NC(=O)COC(=O)CCc2ccc(S(=O)(=O)N3CCOCC3)cc2)c1
[7] COc1ccc(-n2c(Cc3cccn3C)nnc2SCC(=O)Nc2cc(Cl)ccc2OC)cc1
[8] CC(/C(O)=C(\C#N)c1nc2ccccc2n1C)N1C(=O)c2ccccc2C1=O (stereo not drawn)
Screen / compound no.,1,2,3,4,5,6,7,8
TRPC4 potent,i,i,i,i,i,i,i,i
KLF5 inhibitor,-2.1,-24.3,2.2,-38.7,-8.3,13.4,-1.5,-8.6
aSyn UTR inh,11.2,-7.9,-32.1,-10.0,22.0,-9.8,29.3,-2.5
SKKanGAS inh,-14.2,2.9,0.8,2.4,11.0,0.0,16.1,0.0
HIF activator,0.3,0.9,-0.5,-0.2,-1.3,-0.1,-0.5,-0.1
TRPC4 block,i,i,i,i,i,i,i,i
TRPC4 agonist,i,i,i,i,i,i,i,i
IEC-6 cytotox,5.3,8.1,-7.0,-0.4,4.7,-4.5,4.8,-5.3
TRPC6 inh,i,i,i,i,i,i,i,i
MrgX1 antagonist,i,i,i,i,i,i,i,.
TRPC6 act,i,i,i,i,i,i,i,i

[9] COc1cccc(NC(=O)COC(=O)c2ccc(S(=O)(=O)NCc3ccco3)cc2)c1
[10] NC(=O)C1(N2CCCCC2)CCN(S(=O)(=O)c2ccc(Cl)s2)CC1
[11] COc1cc(/C=N/NC(=O)c2csc3c2CCCC3)cc(OC)c1O
[12] CCCCSCCCNC(=O)C1CCC(CNS(=O)(=O)c2ccc(NC(C)=O)cc2)CC1 (stereo not drawn)
[13] Cc1n[nH]c(=S)n1/N=C/c1ccc(-c2ccc(Cl)cc2)o1
[14] CN1CCN(c2ccccc2NC(=O)C(Cc2ccccc2)n2cccc2)CC1 (stereo not drawn)
[15] Cc1ccc(C(=S)N2CCN(Cc3ccccc3)CC2)cc1
[16] COc1ccccc1CNC(=O)CCCn1nc(C)c2c(C)n(-c3ccccc3)nc2c1=O
Screen / compound no.,9,10,11,12,13,14,15,16
TRPC4 potent,i,i,i,i,i,i,i,i
KLF5 inhibitor,-39.7,-2.0,-15.2,-25.7,.,-9.0,-31.7,-10.6
aSyn UTR inh,-0.7,3.5,-10.6,3.6,-17.4,8.4,7.3,-0.3
SKKanGAS inh,5.7,-10.3,-12.4,11.0,-12.5,3.4,9.2,1.3
HIF activator,0.1,0.2,-0.8,-20.3,-0.9,-0.3,0.1,0.5
TRPC4 block,i,i,i,i,i,i,i,i
TRPC4 agonist,i,i,i,i,i,i,i,i
IEC-6 cytotox,-0.4,-9.8,-2.6,0.2,.,2.7,0.3,-2.2
TRPC6 inh,i,i,i,i,i,i,i,i
MrgX1 antagonist,i,i,i,i,i,i,i,i
TRPC6 act,i,i,i,i,i,i,i,i

# Compound profiles, as listed above. Order of values: TRPC4 potent | KLF5 inhibitor | aSyn UTR inh | SKKanGAS inh | HIF activator | TRPC4 block | TRPC4 agonist | IEC-6 cytotox | TRPC6 inh | MrgX1 antagonist | TRPC6 act
# Entry for Cc1n[nH]c(=S)n1/N=C/c1ccc(-c2ccc(Cl)cc2)o1 : i | . | -17.4 | -12.5 | -0.9 | i | i | . | i | i | i
# Entry for CN1CCN(c2ccccc2NC(=O)C(Cc2ccccc2)n2cccc2)CC1 (stereo not drawn) : i | -9.0 | 8.4 | 3.4 | -0.3 | i | i | 2.7 | i | i | i
# Entry for NC(=O)C1(N2CCCCC2)CCN(S(=O)(=O)c2ccc(Cl)s2)CC1 : i | -2.0 | 3.5 | -10.3 | 0.2 | i | i | -9.8 | i | i | i
# Entry for CCCCSCCCNC(=O)C1CCC(CNS(=O)(=O)c2ccc(NC(C)=O)cc2)CC1 (stereo not drawn) : i | -25.7 | 3.6 | 11.0 | -20.3 | i | i | 0.2 | i | i | i

# Further entries
[17] O=C(O)C=C1CCN(c2ncc(C(F)(F)F)cc2Cl)CC1
[18] O=C(NC1CCCCCC1)c1ccccc1-c1ccccc1
[19] COCCNC(=O)c1onc(CSc2ccc(F)c(F)c2)c1C(=O)NCCOC
[20] CC(OC(=O)c1nsc(Cl)c1Cl)C(=O)NCc1cccs1 (stereo not drawn)
[21] C/C(=N\Nc1cccc([N+](=O)[O-])c1)c1cc2ccccc2o1
[22] CCCCNC(=O)NCCN1CCOCC1
[23] Cc1onc(-c2c(Cl)cccc2Cl)c1C(=O)n1nnc2ccccc21
[24] C=CCOC(=O)C1=C(C)NC(=S)C(C#N)(CC=C)C1c1ccccc1Cl (stereo not drawn)
Screen / compound no.,17,18,19,20,21,22,23,24
TRPC4 potent,i,i,i,i,i,i,i,i
KLF5 inhibitor,-58.8,2.0,.,-20.1,-1.4,-12.7,-27.6,-21.5
aSyn UTR inh,-60.5,9.0,7.7,-1.4,-165.5,-1.7,22.4,7.1
SKKanGAS inh,10.3,0.3,2.0,1.3,-9.0,-2.4,-1.1,3.6
HIF activator,0.8,0.2,1.1,-0.2,4.3,-0.7,-0.2,-0.1
TRPC4 block,i,i,i,i,i,i,i,i
TRPC4 agonist,i,i,i,i,i,i,i,i
IEC-6 cytotox,1.3,0.9,.,-6.8,-0.5,-0.5,-1.8,-9.3
TRPC6 inh,i,i,i,i,i,i,i,i
MrgX1 antagonist,i,i,i,i,i,i,i,i
TRPC6 act,i,i,i,i,i,i,i,i

[25] O=C(CCS(=O)(=O)c1ccccc1)Nc1nc(-c2cccs2)cs1
[26] Cc1ccc(-n2nc3c(=O)n(CCCC(=O)NCc4ccc(Cl)cc4)nc(C)c3c2C)cc1
[27] Cc1cc(NC(=O)CC2CCCC2)ccc1Br
[28] CCOC(=O)C1CCCN(CCC(=O)Nc2ccccc2)C1 (stereo not drawn)
[29] Cc1ccc(/C(O)=C2\C(=O)C(=O)N(C)C2c2ccc(Br)cc2)cc1 (stereo not drawn)
[30] O=C(NCCCCc1ccccc1)C1CC(c2ccc([N+](=O)[O-])cc2)=NO1 (stereo not drawn)
[31] Cc1oc(-c2ccccc2F)nc1CS(=O)(=O)CC(=O)NCCCc1ccccc1
[32] COc1ccc2[nH]c(=O)c(CN(CCc3ccccc3)C(C)=O)cc2c1
Screen / compound no.,25,26,27,28,29,30,31,32
TRPC4 potent,i,i,i,i,i,i,i,i
KLF5 inhibitor,-2.9,0.5,-113.5,-32.4,-54.0,-17.7,6.3,4.6
aSyn UTR inh,-15.4,62.2*,-122.8,-6.9,4.5,0.5,-0.7,-8.6
SKKanGAS inh,-7.7,3.3,9.6,4.5,4.5,-1.2,-5.1,-4.8
HIF activator,-1.0,-0.4,5.1,0.1,-1.3,-0.1,0.0,-0.4
TRPC4 block,i,i,i,i,i,i,i,i
TRPC4 agonist,i,i,i,i,i,i,i,i
IEC-6 cytotox,-1.5,4.6,-0.2,3.6,-3.3,-3.7,1.4,-1.8
TRPC6 inh,i,i,i,i,i,i,i,i
MrgX1 antagonist,i,i,i,i,i,i,i,i
TRPC6 act,i,i,i,i,i,i,i,i

[33] COc1nc(NCc2ccco2)nc(N2CCC(C)CC2)n1
[34] CC(C)CCN1C(=O)c2ccc(C(=O)Nc3ccccc3C(=O)O)cc2C1=O
[35] COc1ccc(Cc2nnc(NCCO)[nH]c2=O)cc1OC
[36] CCc1cccc(CC)c1NC(=S)NCC(c1cccnc1)N(C)C (stereo not drawn)
[37] CCOc1ccccc1-n1c(=S)sc2c(=O)n(-c3ccc(F)cc3)c(SCC(=O)O)nc21
[38] O=C(NCCc1ccccc1)c1cc(=O)c2ccccc2o1
[39] CSc1ccc(CCNC(=O)CCc2nnc3ccc(NCCCN4CCCC4=O)nn23)cc1
[40] Cc1ccc(C(=O)CCC(=O)N(C)CC(=O)Nc2ccccc2Br)cc1
Screen / compound no.,33,34,35,36,37,38,39,40
TRPC4 potent,i,i,i,i,i,i,i,i
KLF5 inhibitor,-9.6,-46.7,-6.5,5.6,-14.8,-58.2,-20.3,-14.2
aSyn UTR inh,29.8,-4.3,4.9,-4.7,-2.7,-48.3,14.2,16.3
SKKanGAS inh,-0.1,22.2,-1.8,-13.6,-4.4,-5.7,-2.2,-6.3
HIF activator,-0.5,-3.9,-0.3,-0.2,0.1,0.4,-0.5,-0.5
TRPC4 block,i,i,i,i,i,i,i,i
TRPC4 agonist,i,i,i,79*,i,i,i,i
IEC-6 cytotox,0.6,-8.3,3.3,4.6,0.3,1.7,1.7,-11.0
TRPC6 inh,i,i,i,i,i,i,i,i
MrgX1 antagonist,i,i,i,i,i,i,i,i
TRPC6 act,i,i,i,i,i,i,i,i

[41] Cc1nc2nc(C)c(CCC(=O)N3CCOCC3)c(C)n2n1
[42] Cc1cc2oc(C(=O)N(Cc3ccc(N(C)C)cc3)CC3CCCO3)c(C)c2cc1C (stereo not drawn)
[43] COc1ccc(C2NC(=O)c3ccccc3O2)c(OC)c1OC (stereo not drawn)
[44] O=S(=O)(O)c1nc2ccccc2n1Cc1ccccc1
[45] COc1ccccc1C(=O)N1CCNC(=O)C1CC(=O)Nc1ccc(Cl)cc1 (stereo not drawn)
[46] CC1CN=C(Nc2cccc(S(=O)(=O)N(C)C)c2)S1 (stereo not drawn)
[47] O=C(NCCCN=C1NS(=O)(=O)c2ccccc21)c1ccco1
[48] COc1ccc(NC(=O)Cc2nnc(SCC(=O)NC3CCCC3)n2C)cc1
Screen / compound no.,41,42,43,44,45,46,47,48
TRPC4 potent,i,i,i,i,i,i,i,i
KLF5 inhibitor,-1.1,-17.1,-21.8,8.0,-49.4,-57.3,-17.9,-19.0
aSyn UTR inh,-13.6,6.9,8.9,-10.1,-7.1,15.8,1.8,8.3
SKKanGAS inh,1.9,31.5,-4.5,-1.4,-8.5,-17.3,-8.5,2.3
HIF activator,-0.4,0.3,0.5,-0.1,-0.1,-0.9,.,0.7
TRPC4 block,i,i,i,i,i,i,i,i
TRPC4 agonist,i,i,i,i,i,i,i,i
IEC-6 cytotox,-2.7,-1.8,-4.6,1.8,-4.6,-7.7,-1.3,0.8
TRPC6 inh,i,i,i,i,i,i,i,i
MrgX1 antagonist,-5.34*,i,i,i,i,i,i,i
TRPC6 act,i,i,i,i,i,i,i,i
